Screening data from PubChem BioAssay.
AmpC det inh: AmpC beta-lactamase inhibition, detergent assay | P00811 | purified AmpC, nitrocefin hydrolysis with detergent | AID 584 | 71,000 compounds, 0.09% hits | Potency, µM (series often up to 28.7 µM), without a hit: top-dose activity change, negative = inhibition; active = well fitted curve in the direction sought with a large enough effect
Target sequence (P00811 whole entry, looked up): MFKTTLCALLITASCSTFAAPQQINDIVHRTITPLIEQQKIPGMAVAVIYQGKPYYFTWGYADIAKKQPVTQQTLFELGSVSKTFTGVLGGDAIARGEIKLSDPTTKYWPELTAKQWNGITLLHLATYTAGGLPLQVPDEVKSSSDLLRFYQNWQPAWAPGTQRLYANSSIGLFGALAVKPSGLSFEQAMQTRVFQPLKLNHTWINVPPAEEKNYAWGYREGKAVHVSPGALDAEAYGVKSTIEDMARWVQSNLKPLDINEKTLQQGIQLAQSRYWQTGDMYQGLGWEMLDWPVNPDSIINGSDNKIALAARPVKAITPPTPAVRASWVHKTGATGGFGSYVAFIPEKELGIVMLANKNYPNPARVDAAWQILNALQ
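E. coli AmpC (5.3 nM) in 20 mM phosphate pH 7.0 with 0.01% Triton X-100, preincubated 15 min RT with compound; nitrocefin (2 uL of 800 uM stock) hydrolysis followed by 480 nm absorbance every 20 s over 4 min.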
* = called active by the depositor; [ ] = dose if it differs, or a comment. % is scaled to controls: 0 for no effect and ±100 for the full control effect; potency is read from the fitted curve at half-maximal effect.

SMILES	AmpC det inh
CS(=O)(=O)N(CCc1ccccc1)CC(=O)N1CCN(c2ccccc2F)CC1	3%
O=c1cnc2cnc(N3CCOCC3)nc2n1C[C@H]1CCCO1	-1%
CCOCC(O)CS(=O)Cc1ccccc1 (stereo not drawn)	-2%
CN(C(=O)c1ccno1)c1nnc(-c2cccnc2)s1	-4%
COc1cc2c(cc1NC(=O)c1cncc(Br)c1)oc1ccccc12	1%
C=C(C)Cn1c(C2CC(=O)N(c3ccccc3F)C2)nc2ccccc21 (stereo not drawn)	10%
CCN1C(=O)c2ccccc2S(=O)c2ccc(C(=O)NCc3ccccn3)cc21 (stereo not drawn)	6%
Cn1c(C(F)(F)F)nc2c(=O)oc3ccccc3c21	-5%
O=C1c2ccccc2C(O)N1Cc1ccc2c(c1)OCO2 (stereo not drawn)	13%
CCc1ccc(NC(=O)c2cc(CC(C)C)on2)cc1	12%
CC(C)(C)C1CCC2(CC1)NC(CO)(CO)CO2 (stereo not drawn)	8%
COc1ccc(-c2noc(CCC(=O)NCCN3CCN(c4ccccc4F)CC3)n2)cc1	-6%
CCc1ccccc1N(CC)C(=O)CCc1nc(-c2ccc(C)cc2)no1	0%
COC(=O)c1cccc(NC(=O)c2cc3sccc3n2C)c1	-4%
c1cnc(NCCNc2ncccn2)nc1	-1%

Brought forward from above: 2 compounds, followed by the next part.
SMILES	AmpC det inh
COC(=O)c1cccc(NC(=O)c2cc3sccc3n2C)c1	-4%
c1cnc(NCCNc2ncccn2)nc1	-1%
COc1ccc2c(c1)c(C(O)CN1CCN(Cc3ccc4c(c3)OCO4)CC1)c(C)n2C (stereo not drawn)	14%
CCc1ccccc1Nc1nc(N)nc(CSCC(=O)c2cc(C)n(C)c2C)n1	-1%
Cc1ccc(S(=O)(=O)N[C@H](CO)C(=O)O)cc1	-2%[5.75 µM]
CN1CCN(S(=O)(=O)c2ccc(N3CCN(S(=O)(=O)/C=C/c4ccccc4)CC3)nc2)CC1	-4%
Cc1nnc2ccc(N3CCN(C(=O)c4ccccc4)CC3)nn12	9%
CCOC(=O)c1c(NC(N)=O)sc(C)c1C	-1%
CCn1c(SCC(=O)NCCc2ccccc2)nnc1-c1ccco1	-3%
Cc1noc(C)c1CSc1nc2ccccc2s1	10%
Cc1c(C)c2c(c(C)c1O)CC[C@@](C)(CCC[C@@H](C)CCC[C@@H](C)CCCC(C)C)O2	4%[12.8 µM]
O=c1c2ccccc2nc(CN2CCOCC2)n1-c1ccccc1F	-5%
CCOC(=O)c1cc2occc2n1CC(=O)NC1CCC(C)CC1 (stereo not drawn)	-2%
O=C(NCc1ccco1)c1cccs1	-3%
O=c1cnc2cnc(N3CCNCC3)nc2n1Cc1cccs1	-4%
CCCc1cc(C(=O)N(C2CCCCC2)C2CCCCC2)no1	4%
Cc1nn(CC(=O)Nc2ccc3c(c2)nc(CN2CCCC2)n3C)c(=O)c2ccccc12	-3%
O=C1C2C3C=CC(C3)C2C(=O)N1Cc1ccccc1 (stereo not drawn)	-4%
FC(F)(F)C(Oc1nc(NC2CCCCC2)nc(N2CCOCC2)n1)C(F)(F)F	2%
O=c1cnc2cnc(Oc3cccc(Cl)c3)nc2n1C1CC1	-1%
CCOC(=O)c1[nH]c2ccc(C)cc2c1N=C(C)N(C)C	-3%
COc1ccc(CC(=O)Nc2cccc(-c3nnc(-c4ccc(C)cc4)o3)c2)cc1OC	-4%
Cc1cc(NC(=O)c2cc(CC(C)C)on2)n(-c2ccccc2)n1	10%
CCOC(=O)c1c(C)[nH]c(C(=O)CN2CCOCC2)c1C	-2%
O=C(CN(c1ccccc1)S(=O)(=O)c1ccc(F)cc1)N1CCCCCC1	-5%
C=CCSc1nc(N)c(C#N)c(-c2ccc(C)cc2)c1C#N	-8%
Cc1ccc(C(=O)Nc2ccccc2C(=O)NC(CC(=O)O)C(=O)O)cc1 (stereo not drawn)	-3%
COc1ccc(S(=O)(=O)N2CCOCC2)cc1C(=O)Nc1nc2ccccc2s1	-9%
Cc1n[nH]c(C)c1S(=O)(=O)N(CC(=O)Nc1ccc2c(c1)OCCO2)c1ccc(C(C)C)cc1	2%
COc1ccc(NC(=O)N2CC3(CCNCC3)C2)cc1	0%
Cn1c(Oc2ccccc2NCc2cc(Br)ccc2O)cc(=O)n(C)c1=O	-3%
O=C(Nc1cccc2c1CCCC2)c1ccco1	4%
CCc1nc2sc(C)c(C)c2c(=O)n1CCO	2%
COc1cc(COc2cc(N)c(Cl)cc2C(=O)CCC2CCN(CCNS(C)(=O)=O)CC2)cc(OC)c1	0%
COc1ccc(CC(C(=O)Nc2cc(C)ccc2C)/C(N)=N/O)cc1 (stereo not drawn)	8%
CCCN1CCN(CCCNC(=O)C2CCN(c3nnc(-n4cccc4)s3)CC2)CC1	11%
Cc1c(N)cccc1Cl	12%
C=CCNc1nc(-c2ccc(OC)cc2OC)cs1	9%
Cc1ccc(S(=O)(=O)Nc2ccc3nc(-c4cccn4C)[nH]c3c2)cc1	-5%
C=CCN1C(=O)N(/C=C/C)c2cccc3cccc1c23	-2%
Cc1cccc(NC(=O)c2ccccn2)c1C	14%
Cn1c(=O)c2c(nc(CN3CCN(C(=O)c4ccco4)CC3)n2CCc2ccccc2)n(C)c1=O	0%
COC(=O)c1ccccc1NC(=O)c1sc(=S)n(C)c1N	3%
COc1ccc(CNS(=O)(=O)c2ccc(S(=O)(=O)N3CCCCC3)cc2)cc1	-1%
Cc1cc2ccccn2c1C(=O)c1ccncc1	-1%
O=C(NCc1ccccn1)Nc1ccc2c(c1)OCO2	-8%
CCc1nnc(SCC(=O)NC2CCCCC2)nc1CC	1%
Cc1ccccc1N1OC2C(=O)N(c3ccc(F)cc3)C(=O)C2C1c1ccccn1 (stereo not drawn)	-1%
Cc1ccc(N(CC(=O)NC2CCCC2)C(=O)CCCC(=O)Nc2ccccn2)cc1C	0%
CCOc1cc(C2C(C(=O)OCC(C)C)=C(C)N=C3SCCC(=O)N32)ccc1OC(C)=O (stereo not drawn)	8%
CCOc1ccc(CCNC(=O)c2nnc(Cc3ccc(F)cc3)o2)cc1OCC	9%
Cc1cc(C)c(C(N)=O)c(NCCc2ccccc2)n1	-4%
CCCCCCn1c(N2CCC(C(N)=O)CC2)nc2c1c(=O)n(C)c(=O)n2C	-5%
COC(=O)Nc1nnc(CCc2ccccc2)s1	-3%
Cc1ccc(C)c(N2CCN(C(=O)CN(C)S(=O)(=O)c3cnc[nH]3)CC2)c1	11%
COc1ccc(C2CC(c3cccc(Cl)c3)n3nc(N)nc3N2)cc1 (stereo not drawn)	11%
COc1ccc(-c2oc3cc(OC)c(OC(C)=O)c(OC)c3c(=O)c2OC)cc1OC(C)=O	0%
CCN(CCO)Cc1cc(=O)oc2c(C)c(C)ccc12	0%
COc1cc(S(=O)(=O)N2CCOCC2)ccc1F	14%
COC(=O)c1ccc(-n2c(C)cc(/C=N/n3cnnc3)c2C)cc1	5%
O=C1CSC2=NCN(c3ccc4c(c3)OCO4)CN12	-1%
COc1ccc(OCc2nn3c(-c4cccc(OC)c4)nnc3s2)cc1	0%
New compounds follow.
SMILES	AmpC det inh
Cc1cc(=O)[nH]c2c(C)c(Cl)ccc12	-1%
CCCN(CCC)C(=O)CSc1nc2ccccc2c(=O)n1C1CCCC1	-2%
COc1cc(CN2CCN(CCOCCO)CC2)cc(OC)c1OC	5%
Cc1c(C(=O)NC(C)c2ccncc2)oc2ccccc12 (stereo not drawn)	15%
O=C(CCN1C(=O)c2ccccc2C1=O)N1CCCCCC1	-2%
CCn1nnnc1-c1ccc(OC)c(S(=O)(=O)Nc2ccc(OC)cc2)c1	-2%
Cc1c(NC(=O)c2ccc(N3C(=O)C4C5C=CC(C5)C4C3=O)cc2)c(=O)n(-c2ccccc2)n1C (stereo not drawn)	-3%
CCn1c(C)c(C(C)=O)c(N2CCCC2)nc1=S	-6%
Nc1c(C(=O)Nc2ccc3c(c2)OCCO3)nnn1CCc1ccccc1	8%
O=c1[nH]c(NCc2ccco2)nnc1Cc1ccccc1Cl	2%
O=C(CSc1nnc(Cn2c(=O)sc3ccccc32)n1-c1ccccc1)N1CCCC1	3%
COc1ccc(-n2c(SCC(=O)N3CCCC(C)C3)nnc2-c2cccnc2)cc1 (stereo not drawn)	15%
OCc1csc(=Nc2ccccc2)n1-c1ccccc1	0%
O=C(O)c1ccc(NS(=O)(=O)c2cc(Cl)ccc2Cl)cc1O	-2%
COc1ccc(C(c2nnnn2C2CCCC2)N2CCC(C(N)=O)CC2)c(OC)c1 (stereo not drawn)	16%
CCCn1c(SCC(=O)N2CCc3ccccc3C2)nc2c1c(=O)n(C)c(=O)n2C	-2%
Cn1nnnc1SCC(=O)N1CCN(c2ccccc2)CC1	4%
O=C(C1c2ccccc2C(=O)N2CCc3ccccc3C12)N1CCC2(CC1)OCCO2 (stereo not drawn)	7%
N#Cc1ccccc1OCC(=O)OCC(=O)c1ccc2c(c1)NC(=O)CO2	4%
Cc1ccc(-c2c(C)n([O-])c3c([n+]2=O)CCC3)o1	-3%
CCCn1c(=S)[nH]c2cc(C(=O)NCC3CCCO3)ccc2c1=O (stereo not drawn)	11%
CC(c1ccco1)N(C(=O)CSc1ccc(Br)cc1)c1ccccn1 (stereo not drawn)	-1%
CSc1ccc(C(=O)C(C)(C)N2CCOCC2)cc1	1%
COc1cccc(C(=O)N2CCN(Cc3ccco3)CC2)c1OC	-3%
CC(=O)C(Sc1nc(NC(C)(C)C)nc(N(C)C)n1)C(C)=O	-5%
COc1cccc(NC(=O)N2CCOCC2)c1	0%
C/C(N)=C(/C#N)C(=O)COC(=O)COc1ccc(Cl)cc1	-5%
CCC(C)C(NC(=O)C1CCC(C)CC1)C(=O)NCc1cccnc1 (stereo not drawn)	11%
COc1ccc(Br)cc1CNC(=O)C1CCN(S(=O)(=O)N2CCCC2)CC1	23%
O=c1[nH]c2ccccc2nc1C(F)(F)C(F)F	-2%
NC(=O)C1CCN(C2CC(=O)N(c3cccc(F)c3)C2=O)CC1 (stereo not drawn)	-3%
Cc1ccccc1-c1nnc(SCC(=O)NC2CCCCC2)o1	-5%
O=C(Nc1ccc(Nc2ccccc2)cc1)c1ccc(Br)o1	1%
Cc1c(C(=O)OCCOc2ccccc2)[nH]c2c1C(=O)CCC2	23%
COc1cc(Cl)cc(C2NC(=O)NC(C)=C2C(=O)NCc2ccccc2)c1O (stereo not drawn)	-3%
O=C(CSc1nc(N2CCCCC2)nc(N2CCCCC2)n1)Nc1nccs1	-4%
CCOc1ccc(N(CC(=O)NC(C)CC)S(=O)(=O)c2c(C)noc2C)cc1 (stereo not drawn)	6%
CC(C)C[C@H](NC(=O)OC(C)(C)C)c1nnc(SCC(=O)Nc2ccc(Br)cc2)o1	-3%
O=C1c2ccccc2C(=O)N1C1(C(=O)NC2(C(=O)O)CCCC2)CCCC1	-2%[5.75 µM]
CCOc1ccc(CNC(=O)CCn2c(=O)oc3ccccc32)cc1OC	-1%
Cc1cc2cc(CNC(=O)Nc3ccccc3)ccc2n1C	-1%
COCCNC(=O)C(c1ccc(O)cc1)N(Cc1ccco1)C(=O)CCC(=O)Nc1nccs1 (stereo not drawn)	3%
CCN1C(=O)c2cccc3c(S(=O)(=O)Nc4ccccc4OC)ccc1c23	-4%
NC(=O)C1CCN(C(=O)C2c3ccccc3C(=O)N3CCc4ccccc4C23)CC1 (stereo not drawn)	10%
COc1cc(Cn2c(=O)oc3ccc(C)cc32)ccc1OC(C)C	0%
O=Nc1ccc(NO)cc1	7%
COC(=O)NC(=S)Nc1ccccc1NC(=S)NC(=O)OC	9%
O=C(Nc1ccc2nccnc2c1)c1cnccn1	13%
O=C(OCn1nnc2ccccc2c1=O)c1ccc(Br)o1	1%
Cc1ccc(-c2nc3cc(NC(=O)C(C)C)ccc3o2)cc1C	-2%
Cc1cccc2cc(CN(Cc3ccco3)C(=O)NC3CCCCC3)c(=O)[nH]c12	-4%
COC(=O)c1cccc(NC(=O)CN2CCN(c3ccc(OC)cc3)CC2)c1	-2%
CN(c1ccccc1)S(=O)(=O)c1cc(C(=O)c2nccn2C)ccc1Cl	14%
Cc1cc(O)cc(O)c1-c1onc(C(F)(F)F)c1-c1cscn1	-7%
CCNc1ncc2nc(-c3cc(F)cc(F)c3)c(=O)n(CCC#N)c2n1	4%
Cc1occc1C(=O)Nc1ccc2c(c1)OCCO2	-7%
Cc1ccc(C(C)C)c(OCC(=O)Nc2ccccc2N2CCN(C)CC2)c1	15%
O=C(NCCCNCc1ccccc1)c1ccc(/C=N/O)nc1	-2%

19 entries from above, in markdown:
| canonical_smiles | AmpC det inh |
| --- | --- |
| CCOc1ccc(CNC(=O)CCn2c(=O)oc3ccccc32)cc1OC | -1% |
| Cc1cc2cc(CNC(=O)Nc3ccccc3)ccc2n1C | -1% |
| COCCNC(=O)C(c1ccc(O)cc1)N(Cc1ccco1)C(=O)CCC(=O)Nc1nccs1 (stereo not drawn) | 3% |
| CCN1C(=O)c2cccc3c(S(=O)(=O)Nc4ccccc4OC)ccc1c23 | -4% |
| NC(=O)C1CCN(C(=O)C2c3ccccc3C(=O)N3CCc4ccccc4C23)CC1 (stereo not drawn) | 10% |
| COc1cc(Cn2c(=O)oc3ccc(C)cc32)ccc1OC(C)C | 0% |
| O=Nc1ccc(NO)cc1 | 7% |
| COC(=O)NC(=S)Nc1ccccc1NC(=S)NC(=O)OC | 9% |
| O=C(Nc1ccc2nccnc2c1)c1cnccn1 | 13% |
| O=C(OCn1nnc2ccccc2c1=O)c1ccc(Br)o1 | 1% |
| Cc1ccc(-c2nc3cc(NC(=O)C(C)C)ccc3o2)cc1C | -2% |
| Cc1cccc2cc(CN(Cc3ccco3)C(=O)NC3CCCCC3)c(=O)[nH]c12 | -4% |
| COC(=O)c1cccc(NC(=O)CN2CCN(c3ccc(OC)cc3)CC2)c1 | -2% |
| CN(c1ccccc1)S(=O)(=O)c1cc(C(=O)c2nccn2C)ccc1Cl | 14% |
| Cc1cc(O)cc(O)c1-c1onc(C(F)(F)F)c1-c1cscn1 | -7% |
| CCNc1ncc2nc(-c3cc(F)cc(F)c3)c(=O)n(CCC#N)c2n1 | 4% |
| Cc1occc1C(=O)Nc1ccc2c(c1)OCCO2 | -7% |
| Cc1ccc(C(C)C)c(OCC(=O)Nc2ccccc2N2CCN(C)CC2)c1 | 15% |
| O=C(NCCCNCc1ccccc1)c1ccc(/C=N/O)nc1 | -2% |

Only part of the results is shown (hit frequency here may not be typical).
